G9a inh – blocks human histone lysine methyltransferase G9a. Q96KQ7. G9a H3K9 monomethylation, AlphaScreen, 2 h. Potency, µM (highest dose often 102 µM), inactives show at the highest dose activity, negative = inhibition, most hits filed as inhibitors. hit rate 8.8% among 350,000. AID 504332; note: % is set by controls: 0 for no effect and ±100 for the full control effect; nearly all actives have a fitted effect of over 75% in size
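Using a bead-based AlphaScreen, monomethylated H3K9 product from 2 h room-temperature reactions (G9a 20 nM, peptide 500 nM, SAM 20 uM) was detected with 0.5 ug/mL rabbit anti-H3K9me1 antibody.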
PGK inhibitor – T. brucei PGK inhibition | Potency, µM (doses to about 57.5 µM), for inactives: at the highest dose activity change, negative = inhibition, most hits filed as inhibitors | AID 602233 | PGK/GAPDH coupled, Kinase-Glo luminescence, 60 min | hit rate 0.043% among 380,000; note: % is set by controls: 0 for no effect and ±100 for the full control effect; nearly all actives have a fitted effect of over 60% in size
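Luminescent ATP detection (Kinase-Glo Plus) follows a 60-minute room-temperature incubation, with wells lacking PGK as controls. Buffer: 100 mM TEA (pH 7.6), 5 mM MgCl2, 0.01% Tween-20. Coupling enzyme GAPDH (100 nM final) supplies unstable 1,3-BPG in-well.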
HP1b binding inh – inhibitors of HP1-beta chromodomain binding to methylated histone tails. P83916. Potency, µM (doses to about 114 µM), without a hit: at the highest dose activity change, negative = inhibition, usual class: inhibitors. hit rate 0.56% among 390,000. AlphaScreen HP1-beta / biotin-H3K9me3 peptide binding; note: nearly all actives have a fitted effect of over 70% in size; inactives centre near 23
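HP1-beta protein (50 nM final) preincubated 30 min at room temperature with biotinylated H3(1-18)K9me3 peptide (50 nM) in PBS pH 7.4, 0.01% Tween-20, then compound added for 30 min. AlphaScreen streptavidin donor/nickel chelate acceptor beads (10 ug/mL final), 30 min dark, luminescence read.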
JMJD2A Tudor inh – blocks the human JMJD2A Tudor domain; Potency, µM (highest dose often 114 µM), without a hit: at the top dose activity change, negative = inhibition, most hits filed as inhibitors; AlphaScreen JMJD2A-Tudor / H3K4me3 peptide binding; hit rate 4.4% among 390,000; note: % is set by controls: 0 for no effect and ±100 for the full control effect; nearly all actives have a fitted effect of over 50% in size
Target sequence (O75164 whole entry, looked up, the tested form may be a part): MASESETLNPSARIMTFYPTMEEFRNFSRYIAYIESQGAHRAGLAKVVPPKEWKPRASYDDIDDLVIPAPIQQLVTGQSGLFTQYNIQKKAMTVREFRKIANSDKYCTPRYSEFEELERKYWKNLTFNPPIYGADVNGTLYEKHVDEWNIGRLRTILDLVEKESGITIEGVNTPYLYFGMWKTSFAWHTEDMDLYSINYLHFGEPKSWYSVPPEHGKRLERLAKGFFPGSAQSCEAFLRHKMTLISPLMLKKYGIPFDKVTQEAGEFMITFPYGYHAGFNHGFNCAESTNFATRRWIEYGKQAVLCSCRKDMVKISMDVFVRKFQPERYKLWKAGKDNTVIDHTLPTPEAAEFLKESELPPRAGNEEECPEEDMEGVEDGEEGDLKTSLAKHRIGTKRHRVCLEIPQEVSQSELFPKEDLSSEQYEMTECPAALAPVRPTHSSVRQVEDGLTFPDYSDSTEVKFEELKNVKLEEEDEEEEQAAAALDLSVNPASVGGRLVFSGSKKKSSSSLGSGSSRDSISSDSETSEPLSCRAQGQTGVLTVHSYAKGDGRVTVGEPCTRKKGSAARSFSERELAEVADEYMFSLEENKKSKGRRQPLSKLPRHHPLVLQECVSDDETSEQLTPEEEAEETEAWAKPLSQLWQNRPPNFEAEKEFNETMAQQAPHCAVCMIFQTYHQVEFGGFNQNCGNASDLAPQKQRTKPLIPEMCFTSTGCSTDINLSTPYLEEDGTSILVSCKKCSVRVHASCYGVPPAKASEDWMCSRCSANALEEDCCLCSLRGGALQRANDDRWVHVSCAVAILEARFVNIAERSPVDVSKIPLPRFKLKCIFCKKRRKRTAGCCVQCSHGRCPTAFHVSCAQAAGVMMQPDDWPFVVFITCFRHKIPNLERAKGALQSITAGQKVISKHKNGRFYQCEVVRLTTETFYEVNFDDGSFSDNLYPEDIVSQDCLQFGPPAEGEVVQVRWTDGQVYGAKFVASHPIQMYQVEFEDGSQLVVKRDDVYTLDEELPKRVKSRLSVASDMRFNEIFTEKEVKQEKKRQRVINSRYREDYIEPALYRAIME
BLM inh – inhibitors of human Bloom syndrome helicase BLM; P54132; recombinant BLM DNA unwinding, fluorescence dequenching; Potency, µM (doses to about 56.1 µM), inactives show at the top dose activity change, negative = inhibition, usual class: inhibitors; hit rate 0.2% among 350,000; AID 2528;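 note: plate controls were vehicle for no effect and no enzyme for full effect; nearly all actives have a fitted effect of over 35% in size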
POLI inh – inhibitors of human DNA polymerase iota. Q9UNA4. Pol iota fluorescent replication assay, 10 min. Potency, µM (doses to about 115 µM), for inactives: at the top dose activity, negative = inhibition, hits mostly inhibitors. hit rate 1% among 390,000. AID 588590
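Fluorescent replication assay read twice, at 0 min and 10 min after adding 50 nM (final) substrate. Enzyme (10 nM) and compounds were first incubated 15 min at room temperature; enzyme-free buffer wells were negative controls.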
BAZ2B block – blocks human BAZ2B; Q9UIF8; Potency, µM (series often up to 114 µM), for the others: at the highest dose activity change, negative = inhibition, usual class: inhibitors; hit rate 4.4% among 360,000; AlphaScreen BAZ2B-H3K14Ac peptide displacement; note: % is set by controls: 0 for no effect and ±100 for the full control effect; nearly all actives have a fitted effect of over 60% in size
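BAZ2B 50 nM plus b-H3(5-23)K14Ac 50 nM, PBS pH 7.4/0.01% Tween-20, 30 min RT; compound added (max 110 uM), 30 min RT; streptavidin donor/Ni-chelate acceptor beads 10 ug/mL final, 20 min dark; AlphaScreen read.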
Pin1 inhibitor – blocks the human prolyl isomerase Pin1; AID 504891; hit rate 0.009% among 390,000; Pin1 FP peptide displacement, HiFluor488, 10 min; Potency, µM (titrated, usually from 115 µM), inactives show at the highest dose activity, negative = inhibition, usual class: inhibitors; active = well fitted inhibition curve with a large enough effect in the polarisation, with a control signal flat, not every such curve was filed as active; inconclusive = small, poorly fitted or top-dose-only effect, or effect the other way, or a change in a side signal; inactive = no such curve, though single readings can be large or run the other way; the % refers to the polarisation; note: % is set by controls: 0 for no effect and ±100 for the full control effect
GLS inh – blocks human kidney-isoform glutaminase activity | O94925 | GLS enzymatic activity, qHTS titration | Potency, µM (top dose mostly 45.5 µM), inactives show at the highest dose activity change, negative = inhibition, actives largely listed as inhibitors | hit rate 0.21% among 410,000 | AID 624170; note: % is set by controls: 0 for no effect and ±100 for the full control effect
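Read-out is an Amplex red fluorescence increase coupled through glutamate oxidase and HRP, measured before and after 30 min room-temperature incubation. hKGA is in 45 mM KH2PO4 (pH 8.2) with 0.02% Tween-20; glutamine added as 1mM solution.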
* marks the source's active call; other numbers are inactive results; i = inactive; ? = inconclusive; nt = no result given; & = joins results of further samples; [ ] = remark or other dose. Unless noted, calls come from the whole dose curve; as a rule, active = well fitted curve in the direction sought with a large enough effect; inconclusive = small, poorly fitted or top-dose-only effect, or another doubt; inactive = no such curve, though single readings can be large; an effect the other way counts as inactive or inconclusive. Potency is the fitted concentration of half-maximal effect.

SMILES	G9a inh	PGK inhibitor	HP1b binding inh	JMJD2A Tudor inh	BLM inh	POLI inh	BAZ2B block	Pin1 inhibitor	GLS inh
CCc1nonc1NC(=O)c1oc2ccc(C)cc2c1C	2%	1%&-7%	11%[57 µM]	-8%&-2%	-1%&0%	-6%&5%	-1%&2%	5%&-4%	-1%&-8%
O=C(c1cccc(Cl)c1)N1CCC(N2CCC(C(=O)N3CCOCC3)CC2)CC1	nt	-1%	44%[activator]	-3%	-4%	57%[activator]	3%	7%	-7%
CC(=NNS(=O)(=O)c1cccc([N+](=O)[O-])c1)c1ccc(-n2ccnc2)cc1	nt	-6%	0%	-24%	nt	8%	nt	0%	18%
Cc1ccccc1-c1cccc([C@@H]2C[C@H]3[C@H](CON3C)CN2C)c1	nt	-4%	-1%	-28%	nt	52%	nt	0%	14%
CCN(CC)CC(=O)Nc1ccc2c(c1)N(C(=O)CN(CC)CC)c1ccccc1CC2	56µM*	6%	33%	-14%	-8%	-7%	1%	-1%	-9%
O=C(NC1CCCCCC1)C1c2ccccc2C(=O)N1Cc1ccco1 (stereo unspecified)	?	-6%	31%	-11%	2%	12%	-2%	6%	1%
COc1ccc(-n2nc(C(=O)NCC(=O)NC(C)C)c3ccccc3c2=O)c(OC)c1	34%	i	1%	-10%	-1%	36%[activator]	1%	-9%	2%
CC(C(=O)NCCc1ccc(Cl)cc1)n1c(=O)c2cccn2c2cccnc21 (stereo unspecified)	6%	-4%	8%[57 µM]	-14%	1%	-3%	-12%[57.1 µM]	-1%	-3%
CCCCCCCCCC(=O)NNC(=O)c1c(O)c2ccccc2n(CCC)c1=O	20%	-3%	44%[activator]	-12%	-3%	43%[activator]	11%	2%	16%
CNc1ccc(Br)cc(C(=O)/C=C/c2ccc3c(c2)OCO3)c1=O	10µM*	-7%	?	40µM*	-23%	3.2µM*	40µM*	?	-8%
O=C(CN1C(=O)NC2(CCCCCC2)C1=O)N1CCN(S(=O)(=O)c2ccc(Cl)cc2)CC1	17%[12.7 µM]	i	20%	-1%	0%	-17%	2%	-7%	-14%
CCOC(=O)CC1C(=O)NCCN1S(=O)(=O)c1ccccc1Cl (stereo unspecified)	-18%[12.7 µM]	-1%	32%	11%	-2%	24%	15%	5%	-9%
Cc1cc(C)c(C(=O)/C=C/C=C/c2ccccc2)c(=O)[nH]1	-10%[59 µM]	-2%	19%	-5%[57.1 µM]	-4%	20%	-8%	40%[activator]	5%
CN(c1ccccc1)C(c1ccc(F)cc1)c1nnnn1CC1CCCO1 (stereo unspecified)	?	2%	30%	-4%	-4%	-1%	3%	1%	1%
CC(=O)CC1(O)C(=O)N(CN2CCN(c3ccccc3)CC2)c2ccccc21 (stereo unspecified)	?	nt	5%	-17%	-3%	1%	2%	4%	40%[activator]

Overlap with the part before: 2 compounds; new compounds follow.
SMILES	G9a inh	PGK inhibitor	HP1b binding inh	JMJD2A Tudor inh	BLM inh	POLI inh	BAZ2B block	Pin1 inhibitor	GLS inh
CN(c1ccccc1)C(c1ccc(F)cc1)c1nnnn1CC1CCCO1 (stereo unspecified)	?	2%	30%	-4%	-4%	-1%	3%	1%	1%
CC(=O)CC1(O)C(=O)N(CN2CCN(c3ccccc3)CC2)c2ccccc21 (stereo unspecified)	?	nt	5%	-17%	-3%	1%	2%	4%	40%[activator]
CCCCn1nnnc1SCC(=O)N1CCN(C(=O)c2ccco2)CC1	-30%[12.7 µM]	i	26%	-15%	-3%	-8%	6%	-3%	7%
Cc1noc(C)c1CSc1nnc2n(-c3ccccc3)c(=O)c3ccccc3n12	nt	-9%	3%	-6%	nt	36%[activator]	nt	-9%	13%
CCc1ccc(-c2nc(CN3CCCC(C(=O)O)C3)c(C)o2)cc1 (stereo unspecified)	?	1%	30%	-19%	-4%	-7%	4%	-7%	12%
CC(Nc1ccc(Cl)cc1)C(=O)NN (stereo unspecified)	-8%[12.7 µM]	-7%	19%	0%	-5%	-7%[58.9 µM]	-3%	8%	-12%
CCN1CCN(Cc2ccc(NC(=O)c3ccc(C)c(NC(=O)c4c[nH]c5cc(C(F)(F)F)ccc5c4=O)c3)cc2C(F)(F)F)CC1	?	10%&9%	5%	-22%	-5%	29%	?	31%[activator]	11%&-1%
O=C1N[C@@H](c2ccccc2)COC(=O)[C@H](Cc2ccc(F)cc2)CC/C=C/C[C@H]1CC(=O)N(CCO)Cc1ccccc1	nt	-2%	17%	-29%	nt	-17%	nt	?	-6%
O=C(O)c1ccccc1C(=O)c1cccc2c(F)cccc12	nt	-9%	31%	-7%	nt	-13%	nt	2%	15%
COc1cc(/C=C2/C(=O)NN(c3ccc(C)c(Cl)c3)C2=O)cc([N+](=O)[O-])c1O	11µM*	nt	-18%	?	-2%	8%	32µM*	nt	-30%
COC(=O)C1=C(C)N(CC2CC2)C(=NCCN2CCOCC2)N[C@H]1c1ccccc1	0%[12.7 µM]	9%	20%	-12%	-2%&-12%	1%	5%&-33%	-5%	-9%
CCC1Oc2ccccc2N(CC(=O)NCCCN2CCN(c3ccc(OC)cc3)CC2)C1=O (stereo unspecified)	?	-10%	23%	?	-7%	36%	-33%[57.1 µM]	0%	31%
COc1ccc(-c2nn3c(C4CCCCC4)nnc3s2)cc1OC	10µM*	-5%	?	-20%	2%	8%	23%	?	-18%
CCC(C)NC(=O)Cn1c(=O)n(-c2ccc(C)c(C)c2)c(=O)c2c(C)c(C(=O)N(CC)CC)sc21 (stereo unspecified)	2%[59 µM]	14%	21%	?	0%	5%	2%	-2%	2%
COc1ccc(C(=O)Nc2ccc(C3CC3(Cl)Cl)cc2)cc1 (stereo unspecified)	22%	4%	30%	-2%	-4%	-6%	-1%	0%	4%
CC(C)(C)c1ccc(OCC(=O)Nc2ccncc2)c(Br)c1	2%	-4%	35%[activator]	-20%	-6%	-16%	-29%	?	1%
O=C(NCC(=O)N1CCN(c2ccccc2)CC1)c1ccc(Br)o1	11%	2%	21%	-16%	1%	35%[activator]	-14%	0%	6%

(next part)
SMILES	G9a inh	PGK inhibitor	HP1b binding inh	JMJD2A Tudor inh	BLM inh	POLI inh	BAZ2B block	Pin1 inhibitor	GLS inh
CCCOC(=O)c1ccc(NC(=O)c2cc(OC)c(OC)c(OC)c2Br)cc1	?	-2%	13%	-2%	-10%	16%	2%	2%	1%
CC(=O)Nc1ccc(CN2CCc3c([nH]c4ccccc34)C2C(C)(C)C)cc1 (stereo unspecified)	?	-3%	-14%	-33%	-3%	-14%	-32%	-2%	-3%
CCCS(=O)(=O)N1CCN(C(=O)COc2ccc(-c3ccccc3)cc2)CC1	1%[59 µM]	5%	2%	-6%[57.1 µM]	4%	2%	0%	-1%	19%
N#Cc1ccc(C(=O)Nc2cccc(S(=O)(=O)NC3=NCCC3)c2)cc1	nt	-6%	26%[57 µM]	-17%	nt	1%	nt	?	-5%
Cc1cc[n+](-c2nc3ccccc3nc2C(=C=[N-])C#N)cc1	50µM*	i	20%	-12%	-18%	?	-6%	44%[activator]	-3%
O=C(c1cc([N+](=O)[O-])cc([N+](=O)[O-])c1)N1CCN(C(=O)c2ccco2)CC1	-8%	-3%	30%[activator]	-11%	-4%	5%	-2%	-7%	-2%
CC(C)(C)OC(=O)NC(Cc1ccccc1)C(O)c1ccco1 (stereo unspecified)	nt	nt	35%	-16%	-2%	18%	nt	-1%	nt
COc1ccccc1CNC(=O)c1cccc(S(=O)(=O)N2CCCC2)c1	-49%	i	16%	-17%	nt	11%	8%	-4%	1%
Cn1c(=O)c2cc(S(=O)(=O)NCCC(=O)Nc3ccc(F)cc3F)ccc2n(C)c1=O	-3%	-1%	23%	1%	-1%	-14%	-19%	2%	2%
CC(C)(C)c1ccc(OCC(=O)N(Cc2ccco2)Cc2ccccc2F)cc1	35%[activator][59 µM]	-2%	48%[activator]	-19%	-7%	-18%	-30%	-1%	-7%
Cc1ccc(-n2ncc3c2CCCC3NC(=O)CCCN2CCCC2=O)cc1C (stereo unspecified)	nt	12%	21%	-7%	1%	6%	-5%	1%	8%
O=C(CC1C(=O)NCCN1C(=O)Nc1ccccc1)Nc1cccc(C(F)(F)F)c1 (stereo unspecified)	-22%[59 µM]	-3%	9%	-26%	-4%	3%	-2%	?	2%
COc1cccc(C(=O)Nc2nc3ccccc3s2)c1	nt	-4%	64%[activator]	-16%	-11%	0%	2%	-1%	-13%
CCN(CC)S(=O)(=O)c1ccc(N2CCOCC2)c(NC(=O)CSCc2c(C)noc2C)c1	nt	-7%	39%[activator]	-5%	nt	15%	nt	0%	8%
CCN(CC)CCNC(=O)CNC(=O)c1nn(-c2ccc(OC)cc2OC)c(=O)c2ccccc12	6%	nt	32%	-10%	2%	-19%	7%	2%	-13%

The list continues.
SMILES	G9a inh	PGK inhibitor	HP1b binding inh	JMJD2A Tudor inh	BLM inh	POLI inh	BAZ2B block	Pin1 inhibitor	GLS inh
COc1cc(-c2noc(CCCC(=O)NC3CCCCC3)n2)cc(OC)c1OC	3%[12.7 µM]	-5%	9%	-1%	-2%	20%	8%	-7%	11%
COc1ccccc1CNC(=O)c1ccc(CS(=O)(=O)c2ccccc2C)o1	24%	-3%	4%[57 µM]	-18%&2%	0%&0%	-2%&6%	?	-8%&-1%	4%&2%
O=C(c1csc(Nc2cccc3ccccc23)n1)N1CCCC1	-13%[59 µM]	-3%	16%	-27%	-8%	33%[activator]	40µM*	-4%	-4%
Cc1cccc2nc(Cn3c(=O)n(-c4ccccc4)c(=O)c4c5c(sc43)CCC5)cc(=O)n12	7%[59 µM]	i	35%	-23%	-14%	-7%	3%	9%	-12%
Cc1onc(-c2ccccc2Cl)c1C(=O)N(C)Cc1ccccc1	-5%	-2%	-7%	-12%	0%	-9%	0%	-2%	-11%
O=C(CCn1c2c(c3ccccc31)CCCC2)NNC(=O)c1ccc(Cl)c([N+](=O)[O-])c1	?	-1%	?	?	-2%	-8%	5%	-12%	2%
OC1NC(=S)N(c2ccccc2)C1O (stereo unspecified)	nt	6%	44%[activator]	3%	1%	19%	-5%	-4%	-5%

The list is partial; the hit share may differ from the screen's.
